Source: PubChem BioAssay (National Center for Advancing Translational Sciences (NCATS))
D1 antagonist: blocks dopamine activation of the human D1 receptor. hit rate 3.2% among 360,000. HEK293 TREx D1 cells, calcium flux, dopamine EC80; hits give low values. activity change, negative = inhibition, % at 10 µM. P21728; in the data active = activity change below about -30%; note: % is set by controls: 0 for no effect and ±100 for the full control effect
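Allosteric or orthosteric antagonism assessed as attenuation of the calcium response to EC80 dopamine, added 180 s after compound, in induced HEK293 Trex D1 cells loaded with no-wash calcium dye.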
D2 PAM: D2 dopamine receptor (human) potentiation; hit rate 0.34% among 340,000; potentiation, % at 10 µM; HEK293 T-REx D2, calcium flux, EC20 dopamine potentiation; P14416;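 active = potentiation over 3 SD above the plate norm, cut at about 30% in these data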; note: 0% is about no effect
Target sequence (P14416 whole entry, looked up): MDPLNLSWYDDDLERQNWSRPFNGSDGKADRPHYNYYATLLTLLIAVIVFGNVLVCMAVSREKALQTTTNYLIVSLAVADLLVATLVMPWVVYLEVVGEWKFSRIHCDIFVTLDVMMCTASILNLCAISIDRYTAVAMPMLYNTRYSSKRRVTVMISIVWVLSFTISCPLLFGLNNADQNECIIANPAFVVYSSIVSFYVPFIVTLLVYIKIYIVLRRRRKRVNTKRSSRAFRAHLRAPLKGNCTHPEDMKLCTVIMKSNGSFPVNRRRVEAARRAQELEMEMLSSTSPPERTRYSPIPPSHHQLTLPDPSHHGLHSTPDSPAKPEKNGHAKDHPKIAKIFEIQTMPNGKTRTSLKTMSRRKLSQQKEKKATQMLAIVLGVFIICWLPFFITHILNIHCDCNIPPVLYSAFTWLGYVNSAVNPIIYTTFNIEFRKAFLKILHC
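Tetracycline-induced HEK293 T-REx cells force-coupled to calcium signalling expressed D2; compounds were pin-added after a 10 s baseline, read kinetically 180 s, then an EC20 dopamine challenge followed with a further 180 s calcium read.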
D1 agonist: agonists of human D1 dopamine receptor; P21728; HEK293 T-REx D1 cells, calcium flux, agonist mode; activation, % at 2 µM; hit rate 1% among 360,000; AID 504660; in the data active = activation above about 30%; note: 0% is about no effect
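Inducible HEK293 T-REx D1 cells, force-coupled to calcium signalling, were plated at 4000 cells/well with tetracycline and held overnight at 30 C. After no-wash calcium dye loading, compound-evoked calcium rise over 180 s flagged agonists.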
TRHR enhancer: TRH receptor (human) allosteric enhancement; P34981; TRHR cells, fluo-8 calcium fluorescence, EC20 TRH enhancement; enhancement, % at 2 µM; hit rate 0.66% among 360,000; AID 493056; in the data active = enhancement above about 30%; note: 0% is about no effect
Target sequence (P34981 whole entry, looked up): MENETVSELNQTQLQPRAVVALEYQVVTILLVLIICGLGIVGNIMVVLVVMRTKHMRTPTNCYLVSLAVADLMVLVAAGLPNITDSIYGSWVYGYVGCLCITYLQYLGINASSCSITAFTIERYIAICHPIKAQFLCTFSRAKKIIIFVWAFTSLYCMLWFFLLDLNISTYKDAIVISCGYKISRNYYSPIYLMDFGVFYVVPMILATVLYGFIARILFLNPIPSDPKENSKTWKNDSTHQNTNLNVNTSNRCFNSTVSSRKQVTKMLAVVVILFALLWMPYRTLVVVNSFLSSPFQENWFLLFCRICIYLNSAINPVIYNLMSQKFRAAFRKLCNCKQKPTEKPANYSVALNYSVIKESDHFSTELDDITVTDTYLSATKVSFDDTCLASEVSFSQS
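TRHR-expressing cells loaded with fluo-8 calcium dye were read kinetically (ex 480/em 530) during compound addition, then stimulated with an EC20 of TRH (10 nM final). Enhancement of the Gq-mediated intracellular calcium response was scored.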
Anesthetic bind: candidate novel general anesthetic via apoferritin binding; P02791; apoferritin/1-aminoanthracene competitive binding, fluorescence; Potency, µM (titrated, usually from 77.5 µM), inactives show top-dose activity change, negative = displacement, usual class: inhibitors; hit rate 0.074% among 350,000; note: potency is the fitted concentration of half-maximal effect; % is set by controls: 0 for no effect and ±100 for the full control effect; nearly all actives have a fitted effect of over 20% in size
Target sequence (P02791 2-175 limits assumed): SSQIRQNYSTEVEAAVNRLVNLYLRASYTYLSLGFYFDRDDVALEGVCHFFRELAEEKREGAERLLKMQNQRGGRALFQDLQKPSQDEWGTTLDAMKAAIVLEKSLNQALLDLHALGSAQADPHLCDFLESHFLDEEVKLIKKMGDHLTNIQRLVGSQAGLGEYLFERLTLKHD
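Apoferritin-based anesthetic binding model; compound displacement of fluorescent 1-AMA measured as endpoint fluorescence after 10 minutes at room temperature, scaled to free-ligand and complex controls.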
RXFP1 antag: antagonists of human relaxin receptor RXFP1 | Q9HBX9 | HEK293-RXFP1, relaxin-stimulated cAMP HTRF, 30 min; hits give low values | activity change, negative = inhibition, % at 57.5 µM | hit rate 0.59% among 350,000 | AID 1259400;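 active = activity change of -60% or lower, but not beyond a set lower limit; inconclusive = change between -60% and -40%, or beyond the set limit; inactive = change above -40%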; note: % is set by controls: 0 for no effect and ±100 for the full control effect
D1 PAM: enhances dopamine response at the human D1 receptor | P21728 | HEK293 TREx D1 cells, calcium flux, dopamine EC20 potentiation | potentiation, % at 10 µM | hit rate 0.036% among 360,000 | AID 504651; in the data active = potentiation above about 30%; note: 0% is about no effect
TRHR ag: agonists of human TRH receptor; P34981; TRHR cells, calcium flux fluo-8, FDSS agonist mode; activation, % at 2 µM; hit rate 0.18% among 360,000; AID 493084; in the data active = activation above about 30%; note: 0% is about no effect
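Agonist-mode FDSS calcium read (Ex 480/Em 530, 1 s cycles) in 1536-well TRHR cells with fluo-8 dye, after 10-cycle baseline and 23 nL compound addition; TRH at EC20 (10 nM final) added afterwards for the enhancer phase.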
RXFP1 agonist: agonists of human relaxin receptor RXFP1. hit rate 0.3% among 370,000. HEK293T-RXFP1 cAMP TR-FRET, 30 min; response scale: percent of porcine relaxin response, buffer zero. Potency, µM (series often up to 57.5 µM), for inactives: at the top dose activation, hits mostly activators; note: potency is the fitted concentration of half-maximal effect; % is set by controls: 0 for no effect and ±100 for the full control effect; nearly all actives have a fitted effect of over 60% in size; many of its hits are not listed in these tables
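Agonist response is measured as cAMP accumulation in an RXFP1-transfected HEK293T line under PDE4 inhibition. Values are scaled between buffer-only and 29 nM porcine relaxin, and EC50s come from standard Hill equation fits.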
* = called active by the depositor; ? = inconclusive; nt = no result given; & = joins results of further samples; [ ] = remark or other dose. Unless noted, calls come from the whole dose curve; as a rule, active = well fitted curve in the direction sought with a large enough effect; inconclusive = small, poorly fitted or top-dose-only effect, or another doubt; inactive = no such curve, though single readings can be large; an effect the other way counts as inactive or inconclusive. Only part of the results is shown; count on the stated rates, not on these rows.

SMILES | D1 antagonist | D2 PAM | D1 agonist | TRHR enhancer | Anesthetic bind | RXFP1 antag | D1 PAM | TRHR ag | RXFP1 agonist
CCOc1ccc(-n2cnc3sc(C)c(C)c3c2=O)cc1 | -14.1 | 5.2 | 1.4 | 3.7 | -15.8% | 11.5 | 1.8 | 0.1 | 1.6%
O=C(NCCOc1ccccc1F)C1CCC(=O)N(CC2CCCCC2)C1 (stereo unspecified) | 15.2 | 4.5 | 0.4 | -4.7 | -8.0% | -31.6 | -0.3 | 0.4 | -1.7%
CC(C)CN(CC(C)C)c1nc(-c2ccc(Cl)cc2)nc2ccccc12 | 3.2 | 5.2 | 4.4 | 29.7 | -6.0% | nt | 5.5 | 0.1 | 2.2%
CCOc1ccc(C(=O)CCC(=O)Nc2cc(C)ccn2)cc1 | -14.5 | -1.0 | -0.3 | -3.7 | nt | -9.9 | -7.2 | 0.2 | -0.1%
COc1cc(OC)c(C2C(C(=O)N3CCOCC3)=C(C)NC3=C2C(=O)CC(C)(C)C3)cc1OC (stereo unspecified) | 2.4 | 10.8 | 1.7 | 13.5 | -11.0% | -2.9 | -3.1 | 0.9 | -0.1%
Cc1cc(C(=O)COC(=O)c2ccc(O)cc2)c(C)n1CC1COc2ccccc2O1 (stereo unspecified) | 29.8 | -1.7 | 5.0 | 7.8 | -18.7% | -21.1 | -0.5 | 0.2 | 0.2%
COc1cccc2c1Oc1ncccc1N(C(=O)CCC(=O)NCc1ccc(C)cc1)C2 | 13.0&0.0 | 22.0&4.4 | -0.3&-0.2 | -3.3&-10.7 | -15.5%&-6.2% | 9.4&-1.8 | 4.7&-0.2 | -0.4&-1.6 | 0.4%&0.3%
COc1ccc([N+](=O)[O-])cc1NC(c1nnc(-c2ccccc2)o1)c1ccccc1F (stereo unspecified) | 10.8 | 5.4 | 1.7 | -9.8 | -6.6% | nt | -4.6 | -0.1 | 3.6%
CC(C)=CC(=O)OCC(=O)Nc1ccc(Cl)cn1 | nt | 15.3 | -1.2 | 0.0 | -15.7% | -7.6 | -2.4 | 0.0 | -0.2%
CC(=O)c1ccc(OCc2cc(C(=O)N3CCN(c4ccccc4)CC3C)no2)cc1 (stereo unspecified) | -2.0 | 5.4 | 4.2 | -1.7 | -9.2% | -2.8 | -2.0 | 0.2 | 0.9%
O=C(CC1C(=O)NCCN1CC1CCCCC1)NCc1cccc(F)c1F (stereo unspecified) | 1.0 | 11.1 | 2.2 | -6.6 | ? | -6.5 | -3.5 | 0.6 | 3.2%
CCN(CCCNC(=O)Cn1ncc2c([nH]c3ccccc32)c1=O)Cc1ccccc1 | 13.4 | -18.5 | -0.6 | 1.4 | -13.9% | -6.9 | -4.7 | -0.6 | 0.2%
Nc1nc(SCC(=O)N2CCCCC2)[nH]c(=O)c1NC(=O)c1ccccc1F | -14.2 | 4.8 | 6.8 | -0.1 | -3.0% | -11.4 | -0.1 | 0.3 | -0.9%
Cc1cc(C)c2[nH]c(O)c(N=NC(=S)NCC3CCCO3)c2c1 (stereo unspecified) | -10.5 | 8.2 | 1.0 | 3.3 | 1.3% | 1.7 | 11.3 | 0.2 | 1.4%
COCCCNC(=O)CN(c1ccc(OC)cc1)S(=O)(=O)c1ccc(NC(C)=O)cc1 | 0.4 | -6.7 | 3.1 | 0.3 | -13.2% | -2.1 | -4.6 | -0.3 | 0.2%
Cc1cc(C(=O)COc2cccc3cccnc23)c(C)n1C | 0.9 | 9.8 | -4.5 | 5.8 | 1.6% | -6.7 | 0.1 | -1.0 | 1.7%
CC(C)C(=O)Nc1ccc(Nc2ccccc2)cc1 | -14.5 | -4.5 | 3.3 | 3.7 | -11.8% | -14.3 | -1.5 | -0.3 | ?
COc1cc(C(=O)Oc2cccc(/C=N/NC(=O)c3cc(C)[nH]n3)c2)cc(OC)c1OC | -12.8 | -1.0 | 5.4 | 7.2 | -23.5% | 3.5 | -7.5 | 0.2 | 3.6%
CCc1ccc2c(c1)C(c1ccc([N+](=O)[O-])cc1)=NNC(c1ccc(Br)cc1)=N2 | 1.8 | -5.0 | 1.8 | 7.3 | -11.8% | -4.0 | -1.9 | 0.6 | 0.8%
Oc1ccccc1C1C=C(c2ccc3c(c2)OCO3)NC(c2cccc(F)c2)N1 (stereo unspecified) | 0.6 | nt | 8.5 | 11.3 | nt | nt | 2.4 | 0.1 | nt

Arranged by the number under D1 PAM (high to low): some entries from above
SMILES | D1 antagonist | D2 PAM | D1 agonist | TRHR enhancer | Anesthetic bind | RXFP1 antag | D1 PAM | TRHR ag | RXFP1 agonist
Cc1cc(C(=O)COC(=O)c2ccc(O)cc2)c(C)n1CC1COc2ccccc2O1 (stereo unspecified) | 29.8 | -1.7 | 5.0 | 7.8 | -18.7% | -21.1 | -0.5 | 0.2 | 0.2%
CC(C)=CC(=O)OCC(=O)Nc1ccc(Cl)cn1 | nt | 15.3 | -1.2 | 0.0 | -15.7% | -7.6 | -2.4 | 0.0 | -0.2%
O=C(CC1C(=O)NCCN1CC1CCCCC1)NCc1cccc(F)c1F (stereo unspecified) | 1.0 | 11.1 | 2.2 | -6.6 | ? | -6.5 | -3.5 | 0.6 | 3.2%

An excerpt from above in order of number of heavy atoms, low to high.
SMILES | D1 antagonist | D2 PAM | D1 agonist | TRHR enhancer | Anesthetic bind | RXFP1 antag | D1 PAM | TRHR ag | RXFP1 agonist
O=C(CC1C(=O)NCCN1CC1CCCCC1)NCc1cccc(F)c1F (stereo unspecified) | 1.0 | 11.1 | 2.2 | -6.6 | ? | -6.5 | -3.5 | 0.6 | 3.2%
CCN(CCCNC(=O)Cn1ncc2c([nH]c3ccccc32)c1=O)Cc1ccccc1 | 13.4 | -18.5 | -0.6 | 1.4 | -13.9% | -6.9 | -4.7 | -0.6 | 0.2%
COc1cc(C(=O)Oc2cccc(/C=N/NC(=O)c3cc(C)[nH]n3)c2)cc(OC)c1OC | -12.8 | -1.0 | 5.4 | 7.2 | -23.5% | 3.5 | -7.5 | 0.2 | 3.6%

(list continues)
SMILES | D1 antagonist | D2 PAM | D1 agonist | TRHR enhancer | Anesthetic bind | RXFP1 antag | D1 PAM | TRHR ag | RXFP1 agonist
O=C(COC(=O)c1ccc(O)cc1O)NC12CC3CC(CC(C3)C1)C2 | -25.4 | -2.0 | 4.1 | 10.3 | nt | -3.0 | -5.3 | -1.5 | 0.2%
Cc1ccccc1Nc1n[nH]c(C)c1[N+](=O)[O-] | -13.8 | 1.9 | 3.8 | -5.3 | -17.7% | -0.2 | -3.4 | -0.1 | 0.1%
CCOC(=O)C1=C(O)CSC1=Nc1cccc2ccccc12 | -14.5 | 2.3 | 1.6 | -0.6 | 13.1% | nt | -5.2 | -0.9 | 1.3%
CC1CCC(NC(=O)CCC(=O)N2CC(C)Oc3ccccc32)CC1 (stereo unspecified) | 28.2 | -16.5 | 0.6 | -2.1 | ? | -4.3 | -10.2 | 0.0 | 1.7%
Cc1sc2nc(CN3CCN(S(=O)(=O)c4cccc5nonc45)CC3)[nH]c(=O)c2c1C | -23.1 | 3.7 | 2.4 | 0.4 | -10.7% | 4.7 | -1.6 | 1.2 | -0.4%
CC(C)CNS(=O)(=O)c1ccc(CCC(=O)N2CCCC2)cc1 | 4.7 | 3.7 | 1.3 | -0.8 | -6.5% | -0.4 | 3.9 | -0.8 | 2.2%
COc1ccc(C2=NCCn3nc4cc([N+](=O)[O-])ccc4c32)cc1 | 1.6 | 0.8 | 4.2 | 2.6 | nt | nt | -0.1 | 0.3 | 1.9%
CC(C)c1ccc2[nH]c(O)c(N=NC(=S)NCCc3ccccc3)c2c1 | 14.4 | -3.3 | 5.8 | 1.8 | ? | -3.5 | -0.9 | -1.0 | -0.5%
CCC(C)[C@H](NC(=O)NCc1cccs1)C(=O)OC (stereo partly specified) | 7.1 | -8.2 | 2.3 | 2.6 | -5.7% | 14.3 | -0.7 | 0.2 | 0.4%
Cc1cccc(C(=O)Nc2ccc3c(c2)C(=O)NC3=O)c1 | -3.7 | 2.8 | 0.8 | 8.5 | 5.6% | nt | -6.6 | -1.1 | -0.6%
CC(Oc1ccccc1)C(=O)Nc1ccc(OCc2cc(=O)n3ccsc3n2)cc1 (stereo unspecified) | 1.2 | 0.5 | 0.7 | 5.3 | -12.6% | nt | -4.3 | -1.9 | ?
Cc1ccc(-c2nn(-c3ccccc3)cc2C(N)=O)o1 | 14.5 | 7.9 | -0.2 | -4.8 | -12.0% | -18.0 | 5.6 | -0.5 | 1.5%
Cn1nnc2cc(C(=O)N3CCN(c4ccccn4)CC3)ccc21 | 3.8 | -2.8 | 1.6 | 7.1 | 4.6% | 7.1 | -5.0 | 0.1 | 0.9%
O=C(O)c1ccc(CSC2CCCCC2)cc1 | -10.7 | 1.1 | 3.9 | 2.1 | -16.6% | -6.4 | 0.2 | -0.1 | 6.8%
CC1(C)O[C@@H]2[C@H](O1)[C@@H](CO)O[C@H]2n1ccc(=O)[nH]c1=O | 7.7 | -6.5 | -0.9 | 0.8 | nt | nt | -2.5 | 0.3 | 0.6%
Cc1ccc(S(=O)(=O)c2nc(-c3ccc(F)cc3)oc2SCC(=O)NCC2CCCO2)cc1 (stereo unspecified) | 38.8 | 13.9 | -1.9 | 6.8 | 5.8% | -5.9 | 3.5 | -0.6 | -0.1%
O=C(NC(=S)Nc1ccccc1C(F)(F)F)c1ccccc1F | nt | -2.5 | -0.9 | -1.5 | -17.3% | -11.3 | 7.7 | -1.7 | 2.2%
CC(C)Oc1ccc(CNC2CCOC(C)(C)C2)cc1 (stereo unspecified) | 0.7 | -8.1 | 6.8 | -1.6 | 9.0% | 8.0 | 0.5 | 0.4 | 0.3%
CCN1CCN(c2nc3c(C)cccn3c(=O)c2/C=C(\C#N)C(=O)NCCCOC)CC1 | 3.3 | -5.4 | 1.5 | -2.6 | 51.1%[activator] | -1.8 | 5.0 | 0.1 | ?
COc1ccc(CCCC(=O)NC2CCCCC2C)c(C)c1 (stereo unspecified) | 2.4 | 6.3 | 5.3 | 1.9 | ? | -11.8 | 5.1 | -0.3 | -0.4%
O=C(c1ccc(Br)cc1)N1CCCc2ccccc21 | -6.2 | 27.4 | 0.2 | 4.8 | ? | -8.7 | 1.2 | -1.0 | -0.3%
O=C(N/N=C/c1ccoc1)c1cc(O)cc(O)c1 | 1.0 | -6.0 | 2.0 | -7.0 | -6.1% | -5.3 | 3.0 | 0.0 | -0.8%
COc1ccccc1CNc1ncnc2onc(-c3ccc(F)cc3)c12 | -6.6 | 9.6 | 0.5 | -1.5 | -2.6% | -2.1 | 1.4 | -0.9 | 0.3%
CC1Cc2cc(S(=O)(=O)NCCC(=O)NCc3ccc(F)cc3)ccc2N1C(=O)C1CC1 (stereo unspecified) | -7.5 | -3.2 | 3.3 | -7.5 | -11.1% | 1.4 | -8.4 | 0.5 | 0.7%
